RGS8-Gao: RGS8-Galphao binding modulators, primary screen, biochemical, multiplexed bead flow cytometry | Guanine nucleotide-binding protein G(o) subunit alpha (Homo sapiens), P09471 | actives lie on both sides | response (percent of control binding), % at 10 µM | 220,000 compounds, 0.34% hits; in the data active means response below about 60% or above about 140%; inactive means in between;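 further: Galphao activated as the GDP aluminium fluoride complex binding bead-coupled RGS8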
Bim-Bcl-XL: inhibitors of Bim-Bcl-XL binding, primary screen, biochemical, multiplexed, bead flow cytometry, human Bcl-XL; Bcl-2-like protein 1 (Homo sapiens), Q07817; Bim peptide-Bcl-XL binding, fluorescence; inhibition, % at 10 µM; 190,000 compounds, 0.04% hits; AID 1007, 2008
Bim-Mcl-1: inhibitors of Bim peptide binding to Mcl-1, primary screen, biochemical, bead-based flow cytometry, multiplex | AID 1009, 2008 | Bim peptide-Mcl-1 binding | inhibition, % at 10 µM | 190,000 compounds, 0.1% hits;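 further: 0% = no compound tracer wells and 100% = peptide blocker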
RGS4-Gao reg: modulators of RGS4 binding to Galphao, primary screen, biochemical, multiplexed bead flow cytometry | 220,000 compounds, 0.33% hits | AID 1415, 2008 | actives lie on both sides | binding response (% of control), % at 10 µM; in the data active means binding response below about 49% or above about 150%; inactive means in between;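 further: fluorescent Galphao activated with aluminum fluoride binding bead-coupled RGS4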
Bcl-W Bim block: inhibitors of Bim binding to Bcl-W, primary screen, biochemical, multiplexed, bead-based flow cytometry | Bim peptide-Bcl-W binding | inhibition, % at 10 µM | 190,000 compounds, 0.02% hits | AID 952, 2007;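 further: 0% = bound tracer without compound and 100% = peptide blocker; higher means less fluorescent Bim peptide bound to Bcl-W beads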
Bim-Bfl-1: inhibitors of Bim binding to Bfl-1, primary screen, biochemical, multiplexed, bead-based flow cytometry; Bcl-2-related protein A1 (Homo sapiens), Q16548; Bim-Bfl-1 binding inhibition; inhibition, % at 10 µM; 190,000 compounds, 0.12% hits; AID 1008, 2008;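 further: 0% = wells without compound plus tracer and 100% = blocker peptide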
Bim-Bcl-B: inhibitors of Bim-Bcl-B binding, primary screen, biochemical, multiplexed, human Bcl-2 family. Bcl-2-like protein 10 (Homo sapiens), Q9HD36. bead-based flow cytometry, Bim peptide-Bcl-B binding. inhibition, % at 10 µM. 190,000 compounds, 0.073% hits;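 further: 0% = tracer peptide without compound and 100% = reference inhibitor peptide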
Target sequence (Q9HD36 whole entry, looked up): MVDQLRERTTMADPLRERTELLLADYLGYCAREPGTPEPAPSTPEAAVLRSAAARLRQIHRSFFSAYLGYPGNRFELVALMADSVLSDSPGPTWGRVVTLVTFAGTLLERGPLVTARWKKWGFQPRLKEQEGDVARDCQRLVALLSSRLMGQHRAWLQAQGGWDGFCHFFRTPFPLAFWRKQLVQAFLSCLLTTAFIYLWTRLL
ABCG2 inh: ABCG2 efflux pump inhibitors, primary screen, multiplex with ABCB1, IgMXP3 cells, flow cytometry. Broad substrate specificity ATP-binding cassette transporter ABCG2 (Homo sapiens), Q9UNQ0. JC-1 efflux. inhibition, % at 6.6 µM. 190,000 compounds, 0.1% hits;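 active means inhibition above 80%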;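 further: 0% = DMSO and 100% = nicardipine control wells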
Target sequence (Q9UNQ0 whole entry, looked up): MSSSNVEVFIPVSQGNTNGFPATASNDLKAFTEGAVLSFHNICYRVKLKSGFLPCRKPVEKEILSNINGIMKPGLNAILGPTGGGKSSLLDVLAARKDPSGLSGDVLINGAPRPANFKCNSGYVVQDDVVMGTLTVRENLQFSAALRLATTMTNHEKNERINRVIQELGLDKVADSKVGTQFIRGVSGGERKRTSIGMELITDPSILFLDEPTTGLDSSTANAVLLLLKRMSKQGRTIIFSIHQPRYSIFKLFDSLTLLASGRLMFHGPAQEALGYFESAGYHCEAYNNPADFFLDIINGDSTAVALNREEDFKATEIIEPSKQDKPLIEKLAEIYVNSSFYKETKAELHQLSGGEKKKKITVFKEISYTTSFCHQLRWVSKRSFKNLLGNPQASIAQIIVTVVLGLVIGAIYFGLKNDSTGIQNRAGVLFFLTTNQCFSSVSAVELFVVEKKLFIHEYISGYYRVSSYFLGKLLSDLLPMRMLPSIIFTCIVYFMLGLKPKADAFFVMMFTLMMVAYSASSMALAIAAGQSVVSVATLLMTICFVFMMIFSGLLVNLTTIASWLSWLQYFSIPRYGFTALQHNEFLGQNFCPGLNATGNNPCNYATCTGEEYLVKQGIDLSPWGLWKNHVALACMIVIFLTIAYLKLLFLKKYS
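Measure – % inhibition of efflux relative to nicardipine and DMSO · Test system – ABCG2 IgMXP3 and barcoded ABCB1 CCRF-Adr cell mix · Control set – nicardipine as high control, DMSO as low control · Compound – one concentration, 6.6 µM final · Signal – flow cytometry of retained JC-1 fluorescence · Timing – 10 min exposure at 25 °C with rotation, no wash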
ABCB1 block: ABCB1 efflux pump inhibitors, primary screen, cell-based, multiplex, flow cytometry, ABCG2 counter-screen; AID 1326, 2008; inhibition, % at 6.6 µM; CCRF-Adr cells, JC-1 efflux; ATP-dependent translocase ABCB1 (Homo sapiens), P08183; 190,000 compounds, 0.067% hits; in the data active means inhibition above about 40%;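 further: 0% = vehicle and 100% = reference inhibitor; higher value means more JC-1 retained so stronger ABCB1 efflux block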
Bim-Bcl-2: inhibitors of Bim-Bcl-2 binding, primary screen, biochemical, multiplexed, human Bcl-2 family | Apoptosis regulator Bcl-2 (Homo sapiens), P10415 | Bead-based flow cytometry, Bim peptide-Bcl-2 binding | inhibition, % at 10 µM | 190,000 compounds, 0.06% hits; in the data active means inhibition above about 40%; inconclusive means no clear call, values can overlap the other calls;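 further: 0% = no compound wells with probe peptide and 100% = reference peptide inhibitor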
Target sequence (P10415 whole entry, looked up): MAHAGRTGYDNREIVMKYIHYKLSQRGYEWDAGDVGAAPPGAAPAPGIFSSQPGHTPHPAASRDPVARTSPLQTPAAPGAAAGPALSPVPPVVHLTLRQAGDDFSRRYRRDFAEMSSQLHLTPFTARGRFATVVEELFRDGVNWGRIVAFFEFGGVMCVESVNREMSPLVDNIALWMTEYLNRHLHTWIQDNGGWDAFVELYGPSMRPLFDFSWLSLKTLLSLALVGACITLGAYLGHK
RGS7-Gao: RGS7-Galphao binding modulators, primary screen, biochemical, multiplexed bead flow cytometry | actives lie on both sides | Guanine nucleotide-binding protein G(o) subunit alpha (Homo sapiens), P09471 | 220,000 compounds, 0.35% hits | binding response (% of control), % at 10 µM; in the data active means binding response below about 49% or above about 150%; inconclusive means no clear call, values can overlap the other calls; inactive means in between;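 further: fluorescent Galphao held in activated GDP-AlF4 state binding bead-coupled RGS7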
An asterisk follows results filed as active; ? = inconclusive; / = not tested or not shown. Unless noted, no stated cut-off is given here; in the data, active means inhibition above about 40%.

1) O=C(NNc1ccccn1)C(=O)NNS(=O)(=O)c1ccc(F)cc1
2) COc1ccc(C2CC(c3ccccc3)=NN2S(=O)(=O)c2ccc(C)cc2)c(OC)c1 (stereo unspecified)
3) C=CCn1c(SCC(=O)c2cccs2)nc2sc(C)cc2c1=O
4) CC(NC(=O)CSc1ncnc2nc[nH]c12)c1ccccc1 (stereo unspecified)
5) CC(C)(C)NC(=O)CN(Cc1cccs1)C(=O)CCC(=O)Nc1nccs1
6) O=C(O)C1CC=CCC1C(=O)Nc1ccccc1C(=O)N1CCN(c2ccccc2)CC1 (stereo unspecified)
assay / compound	1	2	3	4	5	6
RGS8-Gao	116	86	101	101	104	100
Bim-Bcl-XL	0	-6	-12	0	-7	3
Bim-Mcl-1	2	-3	-6	0	1	0
RGS4-Gao reg	112	100	99	108	103	100
Bcl-W Bim block	1	-2	-5	-1	-1	1
Bim-Bfl-1	-2	-3	-18	0	-7	0
Bim-Bcl-B	-2	-8	-16	0	-6	0
ABCG2 inh	2	4	19	0	6	2
ABCB1 block	0.7	1.8	4.6	0.2	1.2	0.8
Bim-Bcl-2	6	-4	-10	-2	-6	-2
RGS7-Gao	105	96	102	109	101	100

The closing 5 records of the part before lead into the next:
2) COc1ccc(C2CC(c3ccccc3)=NN2S(=O)(=O)c2ccc(C)cc2)c(OC)c1 (stereo unspecified)
3) C=CCn1c(SCC(=O)c2cccs2)nc2sc(C)cc2c1=O
4) CC(NC(=O)CSc1ncnc2nc[nH]c12)c1ccccc1 (stereo unspecified)
5) CC(C)(C)NC(=O)CN(Cc1cccs1)C(=O)CCC(=O)Nc1nccs1
6) O=C(O)C1CC=CCC1C(=O)Nc1ccccc1C(=O)N1CCN(c2ccccc2)CC1 (stereo unspecified)
7) COc1ccc(C2=NN(C(=O)CSc3nc4ccccc4s3)C(c3ccc(OC)cc3)C2)cc1 (stereo unspecified)
8) O=C(c1ccc(NS(=O)(=O)c2cccs2)cc1)N1CCN(c2ccccc2Cl)CC1
9) FC(F)(F)c1cccc(/C=N/NC(=S)NC2CCCCC2)c1
10) COc1ccc(CC(=O)NCC2(c3ccc(OC)c(OC)c3)CCCC2)cc1
11) CC(C)CC(=O)Nc1ccc2nn(-c3ccccc3)nc2c1
12) Cc1ccc(C(=O)N/C(=C\c2ccco2)C(=O)N2CCSCC2)cc1C
assay / compound	2	3	4	5	6	7	8	9	10	11	12
RGS8-Gao	86	101	101	104	100	101	104	104	102	102	101
Bim-Bcl-XL	-6	-12	0	-7	3	0	0	-3	0	-3	0
Bim-Mcl-1	-3	-6	0	1	0	0	2	-1	0	0	0
RGS4-Gao reg	100	99	108	103	100	100	104	103	97	100	102
Bcl-W Bim block	-2	-5	-1	-1	1	0	-1	-2	-3	0	1
Bim-Bfl-1	-3	-18	0	-7	0	-13	-6	-6	-5	1	-3
Bim-Bcl-B	-8	-16	0	-6	0	-7	-1	-2	-2	0	-3
ABCG2 inh	4	19	0	6	2	6	11	0	2	11	3
ABCB1 block	1.8	4.6	0.2	1.2	0.8	1.2	0.5	-0.4	1.1	/	-0.5
Bim-Bcl-2	-4	-10	-2	-6	-2	-3	-2	-3	-4	1	-1
RGS7-Gao	96	102	109	101	100	101	?	103	104	100	?

Quoted from the results shown for reference:
6) O=C(O)C1CC=CCC1C(=O)Nc1ccccc1C(=O)N1CCN(c2ccccc2)CC1 (stereo unspecified)
7) COc1ccc(C2=NN(C(=O)CSc3nc4ccccc4s3)C(c3ccc(OC)cc3)C2)cc1 (stereo unspecified)
assay / compound	6	7
RGS8-Gao	100	101
Bim-Bcl-XL	3	0
Bim-Mcl-1	0	0
RGS4-Gao reg	100	100
Bcl-W Bim block	1	0
Bim-Bfl-1	0	-13
Bim-Bcl-B	0	-7
ABCG2 inh	2	6
ABCB1 block	0.8	1.2
Bim-Bcl-2	-2	-3
RGS7-Gao	100	101

Carrying on.
13) O=C1CC(C(=O)Nc2ccccc2C(=O)O)C(c2ccccc2)O1 (stereo unspecified)
14) CCOc1ncccc1C(=O)Nc1ccc(Cl)c(S(=O)(=O)N2CCCC2)c1
15) COc1ccc(N2CCN(C(CNC(=O)C(C)(C)C)c3ccco3)CC2)cc1 (stereo unspecified)
16) CCCCNC(=O)Nc1ccccc1C(=O)NCc1ccco1
17) C=CCN1CCN(C(c2ccccc2OC)c2nnnn2C(C)(C)C)CC1 (stereo unspecified)
18) Cc1ccc2nc(N/C(=N/S(=O)(=O)c3ccc(F)cc3F)c3ccccc3)sc2c1
assay / compound	13	14	15	16	17	18
RGS8-Gao	93	101	102	100	98	102
Bim-Bcl-XL	2	0	-4	0	-2	-3
Bim-Mcl-1	3	-2	-1	8	-1	0
RGS4-Gao reg	94	101	102	105	92	97
Bcl-W Bim block	-1	0	-2	3	-1	-1
Bim-Bfl-1	6	-9	-5	-9	0	-4
Bim-Bcl-B	0	-6	-3	-2	-3	-2
ABCG2 inh	-4	12	5	2	0	5
ABCB1 block	-8.0	1.9	0.2	0.2	0.1	0.1
Bim-Bcl-2	1	-6	-2	-4	-5	0
RGS7-Gao	95	?	?	105	104	85

19) Cc1cc(C)c(C)c(OCCCn2ccnc2)c1
20) COCCNC(=O)c1cnn2c(C(F)F)cc(-c3ccccc3)nc12
21) O=c1cc(-c2ccncc2)oc2ccccc12
22) CC(C)(O)C(=O)NN(C(=O)c1ccccc1)c1ccc2ccccc2c1
23) Cc1nc2ncnn2c(N2CCCC(C(=O)Nc3ccccc3Br)C2)c1C (stereo unspecified)
24) CC(=O)OC1CC(C)(C)N(OC(=O)c2ccccc2)C(C)(C)C1
assay / compound	19	20	21	22	23	24
RGS8-Gao	98	102	111	100	103	101
Bim-Bcl-XL	-2	2	-1	-9	-6	0
Bim-Mcl-1	-1	6	-2	-3	-2	0
RGS4-Gao reg	95	99	101	100	100	101
Bcl-W Bim block	0	3	-4	1	-4	-3
Bim-Bfl-1	-14	-1	2	-15	-7	-6
Bim-Bcl-B	-5	8	0	-10	-7	-2
ABCG2 inh	6	0	5	8	7	1
ABCB1 block	1.4	0.0	0.3	-0.9	1.0	-0.1
Bim-Bcl-2	-8	0	1	-6	-3	-3
RGS7-Gao	95	92	101	100	108	99

25) Cc1ccn2c(CNC(C)CCn3cccn3)c(C(=O)N3CCCCCC3)nc2c1 (stereo unspecified)
26) COc1ccc(-c2nnn(CC(=O)N(Cc3ccccc3Cl)C(C(=O)NCC3CCCO3)c3ccco3)n2)cc1OC (stereo unspecified)
27) CCOCCCNC(=O)C(NC(=O)c1ccc(=O)[nH]c1)c1ccccc1 (stereo unspecified)
28) COc1ccc(C(=O)NNC(=O)c2ccccc2[N+](=O)[O-])cc1
29) COc1ccccc1Nc1nnc(SCC(=O)c2cc(C)n(CC3CCCO3)c2C)s1 (stereo unspecified)
30) CC(=O)N1CC[n+]2c(-c3ccc(Cl)cc3)csc21
assay / compound	25	26	27	28	29	30
RGS8-Gao	99	98	98	103	100	90
Bim-Bcl-XL	-2	-21	-20	-5	1	-12
Bim-Mcl-1	0	30	-5	-5	0	-8
RGS4-Gao reg	98	101	101	103	99	97
Bcl-W Bim block	-1	-2	0	-3	2	-7
Bim-Bfl-1	-8	-11	-15	-2	-5	5
Bim-Bcl-B	-1	-9	-8	-5	-6	-51
ABCG2 inh	0	2	3	14	4	3
ABCB1 block	1.1	3.5	0.9	0.8	0.8	0.3
Bim-Bcl-2	0	-5	-13	0	-6	0
RGS7-Gao	98	100	102	102	96	120

31) CCO/C=C1\C(=O)N(CC)c2ccccc21
32) Cc1cc(NC(=O)c2sc(Nc3ccc(F)cc3)nc2N)no1
33) C=CCn1c(SC(C)C#N)nc2sc(CC)cc2c1=O (stereo unspecified)
34) COCCNC(=O)CCC(=O)NNc1nc2ccccc2c2nc(-c3ccccc3)nn12
35) CCN1CNC(=S)N(Cc2ccccc2)C1
36) Cn1nccc1C(=O)c1ccc(Cl)cc1
assay / compound	31	32	33	34	35	36
RGS8-Gao	103	100	105	95	104	102
Bim-Bcl-XL	-12	-14	0	0	-4	-11
Bim-Mcl-1	-15	-24	-2	-3	-2	0
RGS4-Gao reg	105	98	102	91	103	105
Bcl-W Bim block	-9	-10	0	0	-4	0
Bim-Bfl-1	-8	-3	-1	-2	0	-11
Bim-Bcl-B	-10	-7	-1	-1	-2	-4
ABCG2 inh	0	-1	1	6	-1	5
ABCB1 block	-0.1	-0.8	0.2	0.7	-0.4	1.2
Bim-Bcl-2	5	-4	-1	-3	0	-7
RGS7-Gao	105	101	102	88	104	100

(cont.)
item	SMILES	RGS8-Gao	Bim-Bcl-XL	Bim-Mcl-1	RGS4-Gao reg	Bcl-W Bim block	Bim-Bfl-1	Bim-Bcl-B	ABCG2 inh	ABCB1 block	Bim-Bcl-2	RGS7-Gao
37	COc1ccc(N(Cc2ccco2)C(=O)c2ccccc2F)cc1OC	93	-10	-5	93	-9	0	-4	0	0.2	1	91
38	O=S1(=O)N=C(SCCO)c2ccccc21	101	-3	2	101	0	-11	-6	1	0.2	-1	100
39	COCCCNC(=O)c1ccc2c(=O)n(Cc3ccc(OC)cc3)c(=O)[nH]c2c1	99	-3	-6	100	-1	4	-5	-2	-1.6	-2	102
40	CC1=Nc2ccccc2N=C(N)C1c1ccccc1 (stereo unspecified)	100	-3	2	104	1	-4	-1	2	0.4	0	119
41	Cn1c(SCC(=O)NC(=O)NCc2ccco2)nnc1C(F)(F)F	102	2	-2	99	4	-11	-6	2	0.3	-4	101
42	CC(C)c1ccc(NC(=S)NCc2cccs2)cc1	99	-2	3	98	-1	-11	-10	0	0.0	0	99
43	Cc1cc(C(=O)CN2C(=O)NC3(CCCc4sccc43)C2=O)c(C)n1-c1ccc(Cl)cc1 (stereo unspecified)	97	-5	-3	95	-3	-18	-6	-2	3.7	-10	94
44	Cc1[nH]c2ccccc2c1CCNC(=O)CCC(=O)c1ccccc1	104	0	3	102	3	-1	-1	5	0.4	1	99
45	Cc1cccc2c1N(C(=O)c1ccco1)C(C)(C)c1ssc(=S)c1-2	99	-10	-5	100	-2	-15	-8	2	1.5	-14	100
46	O=C(Cc1ccccc1)Nc1cccc(NC(=O)c2cccs2)c1	103	-6	0	98	-1	-7	-7	-2	-1.1	-3	100
47	CCOC(=O)N1CCN(C(=O)c2cc(Cl)c(Cl)cc2C(=O)O)CC1	103	-6	-2	104	-2	-5	-4	-1	-0.4	-7	105
48	CCOC(=O)c1ccc(NC(=O)CSc2ncccn2)cc1	96	-9	-2	102	-3	-1	1	6	1.1	0	98
49	COc1ccc(CC(=O)NNC(=O)c2ccncc2)cc1	104	-3	-3	103	-2	-6	-6	1	0.3	-3	101
50	O=C(Nc1ccc(S(=O)(=O)Nc2ncccn2)cc1)c1cncc(Br)c1	98	-6	0	98	-1	-5	-4	-1	-0.1	-5	100

High-throughput results: PubChem, NMMLSC
